FBPA coupling cs: inhibits coupling enzyme system, counter-screen for aldolase hits; coupling enzyme system counterscreen, AmpLite Red fluorescence; activity change, negative = inhibition, % at 58.2 µM, hits read low; 290,000 compounds, 0.67% hits; AID 2472; in the data active means activity change below about -30%; further: on the % scale 0 is the no-effect control and ±100 the full control effect
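Compounds tested against the coupling enzymes alone at 57.5 uM final; readout was AmpLite Red fluorescence (525/598 nm) after 20 min at RT.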
uPA generation: cell surface uPA generation inhibition. Potency, µM (highest dose often 38.3 µM), inactives show top-dose activity change, negative = inhibition, actives largely listed as inhibitors. AID 540303. 330,000 compounds, 0.31% hits. cell surface uPA generation assay, qHTS; active means well fitted inhibition curve with a large enough effect; inconclusive means small, poorly fitted or top-dose-only effect; inactive means no such curve, though single readings can be large or run the other way; tested in mouse RAW 264.7 cells; further: potency means the concentration at half of the fitted maximal effect; on the % scale 0 is the no-effect control and ±100 the full control effect; nearly all actives have a fitted effect of over 55% in size
Tb PFK inh: T. brucei PFK enzyme inhibition | Potency, µM (doses to about 57.5 µM), inactives show at the highest dose activity, negative = inhibition, actives largely listed as inhibitors | 330,000 compounds, 0.17% hits | T. brucei PFK, ADP-Glo luminescence | O15648 | AID 485367;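 further: potency means the concentration at half of the fitted maximal effect; 0% = uninhibited 1x PFK enzyme wells and -100% = no-enzyme wells; nearly all actives have a fitted effect of over 60% in size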
Target sequence (O15648 whole entry, looked up): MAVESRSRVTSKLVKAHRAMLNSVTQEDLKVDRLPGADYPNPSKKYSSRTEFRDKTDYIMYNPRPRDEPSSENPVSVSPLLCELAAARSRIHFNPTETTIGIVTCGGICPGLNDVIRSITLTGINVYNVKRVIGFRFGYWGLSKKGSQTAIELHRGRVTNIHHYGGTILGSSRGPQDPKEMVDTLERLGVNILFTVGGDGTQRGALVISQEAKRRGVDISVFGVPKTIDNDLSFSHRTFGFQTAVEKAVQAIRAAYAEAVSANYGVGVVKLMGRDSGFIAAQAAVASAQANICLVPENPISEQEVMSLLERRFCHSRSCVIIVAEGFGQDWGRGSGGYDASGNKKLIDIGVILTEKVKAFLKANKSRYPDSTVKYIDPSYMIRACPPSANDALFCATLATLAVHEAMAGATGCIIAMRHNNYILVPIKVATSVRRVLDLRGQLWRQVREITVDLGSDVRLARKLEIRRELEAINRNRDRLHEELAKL
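Luminescent ADP detection (ADP-Glo, two-step: ATP depletion then ADP-to-ATP conversion for luciferase) reported PFK activity after 45 min room-temperature reaction of 1.25 nM enzyme with 0.5 mM F6P and 0.1 mM ATP at pH 8.0.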
Giardia kill: kills Giardia lamblia | Giardia lamblia trophozoite viability | activity change, % at 7.66 µM, hits read low | 340,000 compounds, 0.15% hits | AID 540267; in the data active means activity change below about -80%; inconclusive means between about -30% and that limit;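 further: parasites exposed to compound for two days anaerobically before the ATP read; on the % scale 0 is the no-effect control and ±100 the full control effect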
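Killing of trophozoites was scored by loss of ATP luminescence after a 48 hrs anaerobic exposure to compounds at 37 deg C, using 100 cells per well.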
RORg inh: ROR gamma (mouse) transcription inhibition; AID 2551; P51450; Potency, µM (highest dose often 53.6 µM), without a hit: at the top dose activity change, negative = inhibition, usual class: inhibitors; 310,000 compounds, 5.4% hits; Drosophila S2 Gal4-RORgamma UAS-luciferase reporter, 20 h; further: potency means the concentration at half of the fitted maximal effect; on the % scale 0 is the no-effect control and ±100 the full control effect; nearly all actives have a fitted effect of over 60% in size
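Stable Schneider cell line, Gal4 DNA-binding domain fused to ROR gamma, UAS-luciferase. Cmpd 1 hr RT → CuSO4 700 uM final → 20 hr RT → luciferase reagent 10 min → luminescence.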
NPC1 prom act: NPC1 promoter activation; Huh7 NPC1 promoter luciferase reporter, 24 h; Potency, µM (series often up to 9.22 µM), for the others: at the highest dose activation, actives largely listed as activators; 320,000 compounds, 2.4% hits; AID 485313;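 further: potency means the concentration at half of the fitted maximal effect; % of control where 0% means no effect; nearly all actives have a fitted effect of over 60% in size; reporter is driven by a mutant NPC1 promoter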
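Cells: Huh7 expressing luciferase under the NPC1 promoter, 1500/well. Seeded 2 h, compound added, incubated 24 h at 37 °C. Luciferase reagent, 10 min ambient, then luminescence.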
ELG1 genotoxic: genotoxicity induction in ELG1-luciferase HEK293T cells; HEK293T ELG1-luciferase reporter, luminescence, 16 h; Potency, µM (highest dose often 46 µM), inactives show at the highest dose activity change, positive = activation, most hits filed as activators; 330,000 compounds, 1.3% hits; AID 504466; further: potency means the concentration at half of the fitted maximal effect; % of control where 0% means no effect; nearly all actives have a fitted effect of over 60% in size
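Genotoxicity was scored as increased ELG1-luciferase reporter signal, measured by ONE-Glo luminescence (30 min, room temperature). Compound or vehicle exposure of the HEK293T reporter cells lasted 16 hr at 37°C.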
KCNH2 3.1 inh: inhibitors of human KCNH2 3.1 potassium channel isoform; U2OS KCNH2 3.1, thallium flux FluxOr; active compounds read low; activity change, % (tested at about 1.8 µM); 340,000 compounds, 0.95% hits;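 active means maximum activity change below -70%; inconclusive means maximum activity change from -70% to -50%; inactive means maximum activity change above -50%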;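 further: thallium influx rate constant from kinetic fluorescence after stimulation buffer; on the % scale 0 is the no-effect control and ±100 the full control effect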
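Thallium flux read-out: FluxOr dye with Red40 quencher in HBSS/HEPES, 45 min at RT. Rate constants from kinetic reads were normalized to positive and negative DMSO controls. Cells: U2OS virally expressing the 3.1 isoform.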
VP16 counter: Gal4-VP16 reporter inhibition counter-screen | Potency, µM (highest dose often 53.6 µM), inactives show top-dose activity, negative = inhibition, most hits filed as inhibitors | 310,000 compounds, 3.5% hits | Drosophila S2 Gal4-VP16 UAS-luciferase, luminescence, 20 h | AID 2546;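 further: Gal4-VP16 expression switched on by copper sulfate through the metallothionein promoter; potency means the concentration at half of the fitted maximal effect; on the % scale 0 is the no-effect control and ±100 the full control effect; nearly all actives have a fitted effect of over 50% in size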
FLuc counter: firefly luciferase modulation, counter-screen for miR-21 project; purified FLuc, Km substrates, luminescence inhibition; Potency, µM (highest dose often 57.5 µM), without a hit: at the top dose activity change, negative = inhibition, usual class: inhibitors; 360,000 compounds, 6.9% hits;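 further: potency means the concentration at half of the fitted maximal effect; plate controls were vehicle for no effect and reference inhibitor for full effect; nearly all actives have a fitted effect of over 55% in size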
Target sequence (P08659 whole entry, looked up): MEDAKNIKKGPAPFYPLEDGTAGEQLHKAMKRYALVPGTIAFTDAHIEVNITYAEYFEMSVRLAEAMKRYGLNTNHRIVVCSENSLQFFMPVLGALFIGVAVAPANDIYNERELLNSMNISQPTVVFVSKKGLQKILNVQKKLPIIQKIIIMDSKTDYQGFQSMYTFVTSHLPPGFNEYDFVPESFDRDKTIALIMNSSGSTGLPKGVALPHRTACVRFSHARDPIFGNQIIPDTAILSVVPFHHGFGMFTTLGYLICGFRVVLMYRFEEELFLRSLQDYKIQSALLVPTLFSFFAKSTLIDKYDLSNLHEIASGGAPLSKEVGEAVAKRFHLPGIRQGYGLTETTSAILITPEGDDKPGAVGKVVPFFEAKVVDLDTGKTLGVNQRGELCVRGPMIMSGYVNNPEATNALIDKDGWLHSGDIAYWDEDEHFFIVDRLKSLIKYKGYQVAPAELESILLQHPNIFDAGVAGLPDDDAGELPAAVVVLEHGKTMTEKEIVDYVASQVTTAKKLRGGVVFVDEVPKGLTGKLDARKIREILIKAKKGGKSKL
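Purified P. pyralis luciferase, 10 nM final, with Km-level 10 uM D-luciferin and 10 uM ATP in 50 mM Tris acetate pH 7.5, 10 mM Mg acetate, 0.01% Tween-20, 0.05% BSA; 6-point qHTS titration about 60 µM downward; luminescence read.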
Rab9 promoter act: activates the Rab9 promoter | Huh7 Rab9 promoter-luciferase reporter, luminescence, 24 h | Potency, µM (highest dose often 9.22 µM), for inactives: at the highest dose activation, negative = inhibition, actives largely listed as activators | 320,000 compounds, 2.8% hits | AID 485297; further: potency means the concentration at half of the fitted maximal effect; % of control where 0% means no effect; nearly all actives have a fitted effect of over 60% in size
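Promoter activation is measured as luciferase luminescence in Huh7 cells stably transfected with a Rab9 promoter–luciferase construct, following 24 h compound exposure at 37 °C and 10 min reagent incubation at ambient temperature.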
Numbers without * were called inactive; ? = inconclusive; / = not tested or not shown; [ ] = dose if it differs, or a comment. Unless noted, the call rests on the fitted dose curve; in most records, active means well fitted curve in the direction sought with a large enough effect; inconclusive means small, poorly fitted or top-dose-only effect, or another doubt; inactive means no such curve, though single readings can be large; an effect the other way counts as inactive or inconclusive.

SMILES	FBPA coupling cs	uPA generation	Tb PFK inh	Giardia kill	RORg inh	NPC1 prom act	ELG1 genotoxic	KCNH2 3.1 inh	VP16 counter	FLuc counter	Rab9 promoter act
COc1ccc(C)cc1NC(=O)CCN1CCN(c2ccccc2F)CC1	2	?	-1%	-2	-3%	-1%	-7%	-10	-4%	8%	-3%
CCc1nnc(NC(=O)C2CCCN2C(=O)NC2CCCCC2)s1 (centres undefined)	1	0%	6%	-6	-11%	3%	1%	17	-2%	-1%	-1%
COC(=O)[C@@H](NC(=O)Nc1ccc(S(N)(=O)=O)cc1)C(C)C	5	2%	1%	-3	13%	-8%	2%	-2	-16%	0%	-3%
COC(=O)c1ccc(NC(=O)Nc2ccc(OC)c(OC)c2)cc1	2	3%	-3%	-19	6%	-5%	-9%	-6	-12%	?	24%
CC(NC(=O)C(=S)N1CCN(C)CC1)c1ccccc1 (centres undefined)	12	2%	6%	-10	33%	-2%	0%	13	-6%[10 µM]	1%	-3%[1.84 µM]
O=C(COc1ccc(Br)cc1CO)N1CCCc2ccccc21	3	3%	-10%	7	-2%	1%	-4%	3	-8%	-3%	-3%
Cc1ccc(S(=O)(=O)N2CCN(C(=O)CSc3nncs3)CC2)cc1	1	-4%	0%	3	-1%	-2%	0%	9	-10%	-1%	-6%
CCOC(=O)N1CCC(NC(=O)c2ccc3c(c2)N=C(C)c2ccccc2S3)CC1	8	-3%	4%	?	17%	-3%	-4%[9.26 µM]	-8	-5%	-1%	-3%
O=C(NNC(=O)c1ccc(Cn2cccn2)o1)NC12CC3CC(CC(C3)C1)C2	/	-2%	-1%	-21	-19%	-6%	0%	3	5%	3%	-5%
COc1ccc(-c2nnn(CC(=O)N(c3cccc(O)c3)C(C)C(=O)NC3CCCC3)n2)cc1OC (centres undefined)	1	4%	0%	1	2%	-2%	-9%	6	-2%	1%	1%

2 entries drawn at random from those above:
SMILES	FBPA coupling cs	uPA generation	Tb PFK inh	Giardia kill	RORg inh	NPC1 prom act	ELG1 genotoxic	KCNH2 3.1 inh	VP16 counter	FLuc counter	Rab9 promoter act
COC(=O)[C@@H](NC(=O)Nc1ccc(S(N)(=O)=O)cc1)C(C)C	5	2%	1%	-3	13%	-8%	2%	-2	-16%	0%	-3%
CC(NC(=O)C(=S)N1CCN(C)CC1)c1ccccc1 (centres undefined)	12	2%	6%	-10	33%	-2%	0%	13	-6%[10 µM]	1%	-3%[1.84 µM]

Continuation:
SMILES	FBPA coupling cs	uPA generation	Tb PFK inh	Giardia kill	RORg inh	NPC1 prom act	ELG1 genotoxic	KCNH2 3.1 inh	VP16 counter	FLuc counter	Rab9 promoter act
Cc1ccc(-c2csc3nc[nH]c(=O)c23)cc1	-3	-1%	-1%	-1	16%	1%	1%	25	-13%	-16%	-1%
CCOC(=O)c1[nH]c(C)c(C(=O)NCc2cccnc2)c1C	4	6%	-1%	6	-22%	0%	3%	15	-7%	1%	4%
CN(C)CCN1C(=O)C(O)=C(C(=O)c2ccco2)C1c1ccccc1F (centres undefined)	-1	2%	-4%	6	-19%	-1%	1%	-2	1%	-1%	2%
O=C(c1ccc([N+](=O)[O-])cc1)n1nc(-c2ccccc2)nc1NCc1ccccc1	-2	0%	14%	-11	-42%	27%	14%	-16	-29%	-1%	?
CCCN1Cc2cccc(C(=O)NCc3ccc4c(c3)OCO4)c2C1=O	9	4%	-3%	29	7%	-5%	-8%	27	0%	4%	0%
COc1ccc(NS(=O)(=O)c2ccc(N3CCCC3=O)cc2)cn1	-3	-14%	4%	31[activator]	31%	-31%[inhibitor]	-6%	-10	-28%	3%	-13%
O=C(Cn1cc([N+](=O)[O-])cn1)NC1CCCCCC1	-1	-1%	-1%	-21	40%	0%	0%	-3	-1%	1%	7%
Cn1c(=O)n(CCCOc2ccc(Br)cc2)c2ccccc21	1	-3%	/	-1	10µM*	/	/	1	?	?	/
COc1ccccc1OCCCC(=O)NC(C)c1ccccc1 (centres undefined)	1	-1%	-4%	-3	13%	4%	0%	5	-8%	-4%	-2%
CCC(C(=O)O/N=C(\N)c1ccc(Cl)cc1)c1ccccc1 (centres undefined)	2	11%	6%	13	2%	1%	-1%	-9	17%	?	-1%
CCOc1ccc(C2=NNC(c3cccnc3)=Nc3ccc(OC)cc32)cc1	3	2%	-6%	7	-5%	-4%	0%	7	8%	-5%	-10%
Cn1nc(C(F)(F)F)c(-c2ccccc2)c1NC(=O)CCC(=O)O	9	6%	1%	?	-11%	-5%	0%	29	-2%	-2%	-3%
COc1cccc(Cn2nc3c4cc(F)ccc4n(Cc4ccc(F)cc4)cc-3c2=O)c1	1	2%	2%	-3	23%	-5%	1%	8	1%	2%	1%
CCCCOCCOCCOCCCC	/	10%	?	-1	-30%	7%	2%	-11	2%	2%	0%
CCc1cc(=O)oc2c(C)c(OCC(=O)NCCN3CCOCC3)ccc12	1	7%	-1%	-9	-18%	-1%	4%	-5	-8%	2%	-1%
CCOc1ccc(S(=O)(=O)NC2CCCCCC2)cc1	3	1%	-2%	-9	?	-10%	-7%	2	-5%	1%	-5%
Cc1ccc(CNC(=O)CSc2nc(=O)n3cccc(C)c3n2)cc1	/	3%	-5%	3	/	-4%	13%	19	/	1%	0%
CCCCCOCC1CC(C/C(C)=N/NC(N)=O)(C(=O)OCC)C(=O)O1 (centres undefined)	0	10%	0%	2	26%	-2%	1%	-7	0%	0%	7%
CC(=O)c1cccc(NC(=S)Nc2ccc(F)cc2)c1	-1	1%	-5%	-23	-4%	1%	-7%	2	9%	-1%	10%
Cc1ccc(C(c2nnnn2Cc2cccs2)N2CCN(C(=O)c3ccco3)CC2)cc1 (centres undefined)	0	0%	-7%	3	67%	3%	1%	7	25%	3%	-4%
CCCSc1cc(=O)n(-c2ccc(F)cc2)nc1C(=O)OCC	-3	-5%	-6%	0	19%	-2%	1%	-4	-3%	-2%	-2%
CC(=O)c1sc(NC(=O)C2CCCN2S(=O)(=O)c2ccccc2F)nc1C (centres undefined)	/	1%	-1%	-4	/	-3%	10%	-2	/	0%	-3%
c1ccc(C(CN2CCOCC2)c2ccccc2)cc1	-1	/	-5%	-12	-3%	0%	0%	11	5%	-1%	-7%
Cc1ccnc(-n2c(C)cc(/C=N/NC(=O)COc3cccc4cccnc34)c2C)c1	0	1%	-2%	2	23%	1%	-2%	-15	-3%	13µM*	-3%
CN(CC(=O)Nc1ccc(S(=O)(=O)N(C)C)cc1)Cc1ccc(C(F)(F)F)cc1	-4	-1%	-5%	-9	-40%	-4%	-6%	-7	?	-3%	0%
C[n+]1cccc2ccc3c(c21)OC(N)=C(C#N)C3c1ccccc1 (centres undefined)	-19	4%	-5%	12	-4%	2%	-7%	-25	-1%	-3%	-1%
Cc1cc(C)n(-c2ccc(S(=O)(=O)N3CCCC3)cc2[N+](=O)[O-])n1	3	-8%	1%	2	9%	2%	0%	-10	-1%	-2%	0%
O=C(Nc1c(O)c2ccccc2[nH]c1=O)c1ccco1	-7	-2%	-1%	9	20%	0%	1%	-6	8%	-3%	-3%
COCCn1c(C)cc(C(=O)CSc2nncn2-c2ccccc2)c1C	2	/	1%	0	-12%	0%	7%	-5	-2%	19µM*	-1%
CCCCN(C(=O)CSCC(=O)Nc1ccc(OC)cc1)c1c(N)n(CCC)c(=O)[nH]c1=O	/	3%	-2%	-1	/	1%	-1%	10	/	2%	-3%
O=C(NCCOc1ccccc1)C(c1ccccc1)c1ccccc1	4	6%	-4%[0.46 µM]	7	-13%	-1%	0%	1	-7%	2%	-4%
Cc1cc(C)n(Cc2ccc(C(=O)NCc3ccco3)o2)n1	3	0%	-4%	9	15%	3%	-1%	0	13%	3%	-2%[1.84 µM]
O=C(NCc1ccncc1)Nc1ccccc1F	0	11%	1%	-7	-3%	-2%	15%	-1	25%	3%	-4%
CN(CCCN1CCCCC1)C(=O)CCc1nnc(C2CCCCC2)o1	0	1%	-2%	-3	0%	-2%	3%	-13	-1%	-1%	0%
COc1cc2c(cc1OC)CN(CC(=O)Nc1ccc(S(=O)(=O)N(C)C)cc1)CC2	-1	3%	-3%	0	10%	-5%	-3%	1	10%	-2%	-2%
COc1ccccc1N1CCN(C(=O)C(=O)c2cn(CC(=O)N3CCOCC3)c3ccccc23)CC1	/	5%	-25%	-2	0%	-4%	1%	-2	-12%	1%	0%
COc1ccc(Cl)cc1NC(=O)CN(C)C(=O)c1cc(-c2cccs2)nn1-c1ccccc1	/	-2%	5%	6	/	1%	-4%	-9	/	0%	-6%
Cc1ccc(S(=O)(=O)C(C#N)c2nc3ccccc3nc2N2CCCC2)cc1 (centres undefined)	-30*	-8%	2%	8	-32%	0%	-1%	-5	-7%	11%	4%
Cc1ccc(C(C(=O)NC(C)(C)C)N(Cc2cccnc2)C(=O)C(=O)NC2CCCCC2)o1 (centres undefined)	-3	8%	5%	9	-10%	1%	-9%	6	11%	4%	15%

Screens: PubChem, National Center for Advancing Translational Sciences (NCATS)
